# Assay outcomes as filed in PubChem.
# A549 tox: Nrf2 qHTS screen for inhibitors: counterscreen for cytotoxicity; A549 ARE-Fluc cells, CellTiter-Fluor viability, 18-24 h; Potency, µM (titrated, usually from 46 µM), without a hit: at the top dose activity change, negative = cytotoxicity, hits mostly inhibitors; 390,000 compounds, 0.16% hits; AID 504648, 2011; further: potency means the concentration at half of the fitted maximal effect; on the % scale 0 is the no-effect control and ±100 the full control effect
#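 A549 ARE_Fluc cells in 5% FBS OPTI-MEM were exposed to compounds in concentration-response for 18-24 h at 37 deg C. Viability was read by CellTiter-Fluor fluorescence (Ex 405/Em 525) after 30 min, before the luciferase read.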
# EPAC2 ag: qHTS for Agonist of cAMP-regulated guanine nucleotide exchange factor 4 (EPAC2): primary screen. Rap guanine nucleotide exchange factor 4 (Homo sapiens), Q8WZA2. EPAC2 activation, biochemical qHTS; response scale: 100% = 6.5 mM cAMP response. Potency, µM (series often up to 154 µM), for inactives: at the top dose activation, actives largely listed as activators. 360,000 compounds, 0.079% hits; further: potency means the concentration at half of the fitted maximal effect; nearly all actives have a fitted effect of over 50% in size
# Target sequence (Q8WZA2 whole entry, looked up): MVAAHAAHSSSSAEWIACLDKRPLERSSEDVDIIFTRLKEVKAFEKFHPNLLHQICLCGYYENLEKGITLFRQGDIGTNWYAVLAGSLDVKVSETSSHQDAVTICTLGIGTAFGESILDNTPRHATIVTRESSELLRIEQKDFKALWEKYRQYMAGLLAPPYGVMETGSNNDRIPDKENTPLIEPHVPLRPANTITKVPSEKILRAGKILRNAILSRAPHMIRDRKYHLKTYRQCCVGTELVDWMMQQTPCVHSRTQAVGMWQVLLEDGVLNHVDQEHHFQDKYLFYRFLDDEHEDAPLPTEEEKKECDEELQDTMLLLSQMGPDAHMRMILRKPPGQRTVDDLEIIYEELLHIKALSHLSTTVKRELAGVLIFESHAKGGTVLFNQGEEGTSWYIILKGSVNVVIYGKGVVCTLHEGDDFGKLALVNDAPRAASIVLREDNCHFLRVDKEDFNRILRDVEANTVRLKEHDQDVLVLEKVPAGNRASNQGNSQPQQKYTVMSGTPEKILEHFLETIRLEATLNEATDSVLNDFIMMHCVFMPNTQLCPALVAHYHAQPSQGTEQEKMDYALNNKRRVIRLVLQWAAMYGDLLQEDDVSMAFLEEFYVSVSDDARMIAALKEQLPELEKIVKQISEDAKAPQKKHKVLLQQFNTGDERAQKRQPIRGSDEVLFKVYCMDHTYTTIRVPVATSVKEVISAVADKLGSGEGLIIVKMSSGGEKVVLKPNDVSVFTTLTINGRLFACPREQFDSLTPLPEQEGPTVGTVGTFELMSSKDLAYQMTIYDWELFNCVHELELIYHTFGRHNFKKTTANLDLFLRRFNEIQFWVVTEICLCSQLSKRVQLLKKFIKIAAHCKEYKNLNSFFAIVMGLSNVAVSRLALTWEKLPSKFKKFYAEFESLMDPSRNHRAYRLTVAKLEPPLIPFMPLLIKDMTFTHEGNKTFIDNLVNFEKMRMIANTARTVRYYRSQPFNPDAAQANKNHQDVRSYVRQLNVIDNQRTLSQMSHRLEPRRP
#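 In this primary screen, activation is scored as increased exchange of BODIPY-GDP from Rap1B by 100 nM EPAC2, with 50 uM GDP as competitor. Signal is normalized to the 6.5 mM cAMP agonist control.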
# Mm-Cpn inhibitor: Inhibitors of TCP-1 ring complex (TRiC) of Methanococcus maripaludis (MmCpn): qHTS; Chaperonin Mm-Cpn (Methanococcus maripaludis); purified Mm-Cpn ATPase, ADP Transcreener TR-FRET; Potency, µM (highest dose often 76.9 µM), inactives show at the top dose activity, negative = inhibition, most hits filed as inhibitors; 330,000 compounds, 0.031% hits; further: potency means the concentration at half of the fitted maximal effect; on the % scale 0 is the no-effect control and ±100 the full control effect; nearly all actives have a fitted effect of over 80% in size
#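 Purified archaeal chaperonin (25 nM final) was preincubated with compound for 10 min at 37°C, then ATP (10 uM final) was added for 30 min at 37°C in Tris pH 7.4/KCl/MgCl2/DTT buffer. ADP was quantified by HTRF Transcreener TR-FRET.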
# EPAC2 antag: qHTS for Antagonist of cAMP-regulated guanine nucleotide exchange factor 2 (EPAC2): primary screen. AID 720708, 2013. EPAC2 GEF exchange of Rap1B-BODIPY-GDP, fluorescence. Rap guanine nucleotide exchange factor 4 (Homo sapiens), Q8WZA2. Potency, µM (series often up to 114 µM), for the others: top-dose activity, negative = inhibition, hits mostly inhibitors. 360,000 compounds, 0.18% hits; further: potency means the concentration at half of the fitted maximal effect; on the % scale 0 is the no-effect control and ±100 the full control effect; nearly all actives have a fitted effect of over 45% in size; many of its hits are not listed in these tables
# Nrf2 activator: qHTS of Nrf2 Activators | 410,000 compounds, 0.31% hits | AREc32 ARE-luciferase reporter (MCF7-derived line), luminescence, 24 h | Potency, µM (series often up to 46.1 µM), without a hit: top-dose activation, actives largely listed as activators; further: potency means the concentration at half of the fitted maximal effect; % of control where 0% means no effect; nearly all actives have a fitted effect of over 65% in size
#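 Luminescent ARE reporter assay in AREc32_Fluc cells: overnight plating at 37 deg C, 24 hr compound incubation, Steady-Glo added, 30 min RT before reading.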
# Nrf2 inh: Nrf2 qHTS screen for inhibitors | A549 ARE-Fluc reporter, luciferase luminescence, 18-24 h | Potency, µM (highest dose often 46 µM), for the others: at the top dose activity change, negative = inhibition, hits mostly inhibitors | 360,000 compounds, 2.1% hits; further: potency means the concentration at half of the fitted maximal effect; on the % scale 0 is the no-effect control and ±100 the full control effect; nearly all actives have a fitted effect of over 60% in size
#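 Reporter: ARE-Fluc in A549. Exposure: 18-24 h, 37 °C, 5% CO2, 5% FBS OPTI-MEM. Readouts: fluorescent cytotoxicity (CellTiter-Fluor), then luminescent Nrf2 signal after BugLite.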
# pAkt inh: HTS Assay for Inhibitors of Akt Phophorylation: Primary Screen; Neuro2A IGF-stimulated pAkt S473 HTRF, 20 min; stronger effect = lower value; activity change, % for hits at 50 µM; 360,000 compounds, 0.32% hits; in the data active means activity change below about -80%; inconclusive means mostly about -51% to -80%; further: on the % scale 0 is the no-effect control and ±100 the full control effect
#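 Single-point screen (50 µM final compound) in Neuro2A cells stimulated 20 min with 6 nM IGF at 37 deg C. After lysis, Ser473-phosphorylated Akt read by HTRF (ex 330 nm, em 615/665 nm) as the 665/615 ratio.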
# TGFb inhibitor: qHTS for Inhibitors of TGF-b | HepG2 CAGA-GFP TGF-b/SMAD3 reporter, GFP fluorescence, 18 h; TGF-beta stimulated, 500 pg/mL final | Potency, µM (highest dose often 46.1 µM), inactives show at the highest dose activity, negative = inhibition, actives largely listed as inhibitors | 410,000 compounds, 1.2% hits; further: potency means the concentration at half of the fitted maximal effect; on the % scale 0 is the no-effect control and ±100 the full control effect; nearly all actives have a fitted effect of over 65% in size
#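 Read-out: total well GFP (ex488/em500-530) summed from mean per-cell fluorescence. Cells: HEPG2 CAGA-GFP, 1% FBS DMEM, 18 h at 37 degrees C with 500 pg/mL final TGF-beta. Unstimulated wells served as the full-inhibition control; stimulated DMSO wells = 0%.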
# CCT modulator: High-Throughput Screening for Modulators of Cytosolic Chaperonin Activity. purified chaperonin ATPase assay, HTRF ADP detection, 30 min. activity change, % (concentration not given with the values), hits read low. 360,000 compounds, 0.3% hits. AID 651819, 2012; in the data active means activity change below about -30%; further: on the % scale 0 is the no-effect control and ±100 the full control effect
#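 Enzyme 40 or 20 nM (batch-dependent) in Tris pH 7.4/KCl/MgCl2/DTT; cpd 76 uM single point; ATP 10 uM; 30 min 37 °C; Transcreener ADP HTRF detection, 30 min RT; ratio 665/615.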
# Active calls of the source: *; i = inactive; ? = inconclusive; · = not tested or not shown; & = joins results of further samples; [ ] = dose if it differs, or a comment. Unless noted, the call rests on the fitted dose curve; in most records, active means well fitted curve in the direction sought with a large enough effect; inconclusive means small, poorly fitted or top-dose-only effect, or another doubt; inactive means no such curve, though single readings can be large; an effect the other way counts as inactive or inconclusive. The list is partial; count on the stated rates, not on these rows.
SMILES,A549 tox,EPAC2 ag,Mm-Cpn inhibitor,EPAC2 antag,Nrf2 activator,Nrf2 inh,pAkt inh,TGFb inhibitor,CCT modulator
COc1cc(NC(=O)c2ccc(COc3ccccc3Br)o2)cc(OC)c1OC,0%,4%,-4%,-2%,6.4%,-20%,i,0%,0.0
COc1ccc(OCCCCn2c(CO)nc3ccccc32)cc1,-5%,0%,0%,-13%,-0.6%,-21%,i,-4%,0.0
CN1CCN(C(=O)CSc2nc(-c3ccco3)cc(C(F)(F)F)n2)CC1,-1%,5%,1%,8%,0.3%,12%,i,12%,1.6
CCOc1ccc(N/C(C)=C\C(=O)c2ccc3c(c2)OCCO3)cc1,-2%,26%,-4%,-3%,3.8%,?,i,2%,-2.2
COc1ccc(NC(=O)C(C)N2c3cccc4cccc(c34)S2(=O)=O)cc1 (centres undefined),18%,15%,-2%,-9%,0.2%,·,i,7%,-0.9
O=C1CSC(c2ccccc2Cl)N1 (centres undefined),-1%,13%,1%,3%,-0.5%,-22%,i,25%,-2.0
CCOC(=O)c1nc(Nc2cccc(C)c2)c2ccccc2n1,-14%&-2%,-2%,-3%,-6%,-0.5%&3.3%,?,i,-2%&-14%,1.2
Cc1ccc(C2=CC(=O)C[C@H](c3ccc(Cl)cc3)C2)cc1,7%,10%,2%,3%,-0.4%,16%,i,?,-0.9
O=c1[nH]c2ccccc2s1,-2%,4%,2%,-7%,0.2%,0%,i,12%,-0.4
Cn1ccc2c(N3c4ccccc4CCc4ccccc43)cc3c(c21)C1CCC3O1 (centres undefined),·,13%,·,-13%,-3.4%,·,i,?,-0.7
Cc1onc(-c2ccccc2)c1CNC(=O)Nc1ccc(F)cc1F,-2%,-9%,-1%,-26%,2.5%,-14%,i,1%,-0.6
CCOC(=O)c1ccc2nc(NC(=O)c3ccco3)sc2c1,-7%,-6%,-3%,1%,0.1%,?,i,0%,-3.4
C=CCn1c(=O)c(C(=O)Nc2ncccc2O)c(O)c2ccccc21,0%,8%,2%,1%,-0.1%,10%,i,-1%,1.1
O=C(NC12CC3CC(CC(C3)C1)C2)c1ccc(-c2ccccc2Cl)o1,-1%,0%[15.6 µM],-1%,-5%,5.7%,?,·,?,0.5
Cc1nn(C)c(Oc2cccc(Cl)c2)c1C(=O)Nc1ccc(F)cc1F,-4%,7%,0%,-1%,0.2%,-12%,i,-8%,-0.8
COc1cccc(CC(=O)NC2CCSc3ccccc32)c1 (centres undefined),20%,15%,-2%,9%,0.2%,5%,i,-4%,-1.2
CCOc1ccc(CCNC(=O)c2cc3sccc3n2CC)cc1OCC,3%&-16%,8%,·,-3%,1.0%&-0.4%,?,i,0%&-39%,-0.5
N#Cc1c(-c2ccc(F)cc2)c(-c2ccc(F)cc2)nn(CCO)c1=O,-11%,-4%,·,11%,2.0%,1%,i,-28%,-15
CC(=O)N1[C@H](C)C=C[C@]1(Cc1ccccc1)C(=O)NCCN1CCOCC1,1%,-4%,·,3%,0.1%,11%,i,-21%,-1.6
COc1cccc(N=Nc2c(=O)[nH]n3c(C)cc(C)nc23)c1,-23%,-5%,-1%,-15%,0.1%,20%,i,-6%,2.5
CCn1cc(C(=O)N2CCCc3ccccc32)c2cc(OC)c(OC)cc2c1=O,-11%,8%,3%,-3%,-1.5%,-27%,i,-17%,-30*
CCCCC(=O)NC1(C(F)(F)F)C(=O)N(CC(C)C)C2=C1C(=O)CC(C)(C)C2 (centres undefined),-2%[1.84 µM],-3%,-1%,7%,5.0%,15%,i,-6%,1.4
Cc1ccc(C(C(=O)NC(C)(C)C)N(Cc2ccco2)C(=O)CCC(=O)Nc2ccccn2)cc1 (centres undefined),2%,-3%,1%,2%,-0.3%,?,i,-9%,0.4
CCOc1ccc(S(=O)(=O)NC(Cc2c[nH]c3ccccc23)C(=O)O)cc1 (centres undefined),7%,5%,0%,-3%,-0.2%,2%,i,-6%,-0.2
COC(=O)c1sc2cccc(F)c2c1S(=O)(=O)Nc1cc(C)c(Cl)cc1OC,-7%,·,·,·,?,-26%,·,?,·
Fc1ccc2nc(-c3ccccc3)nc(SCc3nnc(-c4ccccc4)o3)c2c1,0%,-1%,-6%,12%,18%,5%,i,1%,-0.7
Cc1ccc(OC(C)C(=O)N2CC(=O)Nc3ccccc32)c(C)c1 (centres undefined),3%,-1%,2%,4%,0.4%,27%,i,-4%,0.7
N#Cc1ccccc1OCC(=O)OCC(=O)N1CCN(C(=O)c2ccco2)CC1,1%,4%,-1%,10%,0.2%,4%,i,-3%,-4.2
O=C1C=CC(=O)N1Nc1ccc(Br)cc1,4%,-7%,0%,-10%,-0.3%,1%,i,3%,-1.0
Cc1nnc(SC(C)C(=O)Nc2ccc(S(=O)(=O)NC3CCCCC3)cc2)s1 (centres undefined),-1%,10%,0%,-2%,0.4%,?,i,-29%,-1.1

# Overlap with the part before: six entries, followed by the next part.
SMILES,A549 tox,EPAC2 ag,Mm-Cpn inhibitor,EPAC2 antag,Nrf2 activator,Nrf2 inh,pAkt inh,TGFb inhibitor,CCT modulator
COC(=O)c1sc2cccc(F)c2c1S(=O)(=O)Nc1cc(C)c(Cl)cc1OC,-7%,·,·,·,?,-26%,·,?,·
Fc1ccc2nc(-c3ccccc3)nc(SCc3nnc(-c4ccccc4)o3)c2c1,0%,-1%,-6%,12%,18%,5%,i,1%,-0.7
Cc1ccc(OC(C)C(=O)N2CC(=O)Nc3ccccc32)c(C)c1 (centres undefined),3%,-1%,2%,4%,0.4%,27%,i,-4%,0.7
N#Cc1ccccc1OCC(=O)OCC(=O)N1CCN(C(=O)c2ccco2)CC1,1%,4%,-1%,10%,0.2%,4%,i,-3%,-4.2
O=C1C=CC(=O)N1Nc1ccc(Br)cc1,4%,-7%,0%,-10%,-0.3%,1%,i,3%,-1.0
Cc1nnc(SC(C)C(=O)Nc2ccc(S(=O)(=O)NC3CCCCC3)cc2)s1 (centres undefined),-1%,10%,0%,-2%,0.4%,?,i,-29%,-1.1
O=C(CSCc1c[nH]c(=O)[nH]c1=O)OCC(=O)c1ccc(Br)cc1,-3%,6%,-14%,-1%,-0.2%[9.22 µM],-7%,i,5%,-1.5
COc1ccc(C(=O)Nc2nnc(C3=COCCO3)o2)cc1,10%,7%,-2%,9%,4.5%,0%,i,-2%,-2.6
Cc1nc(-c2ccc(C(=O)N3CCOCC3)cc2)cs1,-5%,11%,1%,3%,0.5%,·,i,11%,0.7
c1cc2c3c(cccc3c1)NC1(CCC3(CC1)Nc1cccc4cccc(c14)N3)N2,2%,8%,-4%,-7%,-0.3%,-11%,i,?,1.8
O=C1c2ccccc2C(=O)C12OC2c1cccc2ccccc12 (centres undefined),1%,21%,-8%,?,6.6%,-11%,i,-7%,-0.9
Cc1ccc(C(=O)Nc2ccc(F)cc2)cc1S(=O)(=O)N1CCCCCC1,-14%,·,·,·,-1.8%,?,·,?,·
COc1ccc2ccccc2c1/C=N/NC(=O)c1nnn(-c2nonc2N)c1C(C)C,0%,6%,-5%,13%,5.4%,-9%,i,?,1.3
COc1cccc(CNC(=O)[C@@H]2CCCN2C(=O)[C@@H]2CCCN2C(=O)c2ccccc2)c1,·,9%,·,7%,-0.8%,·,i,·,-0.7
Cc1ccccc1NC(=O)CSc1[nH]c(=O)cc(C)c1C#N,-1%,-6%,2%,5%,0.0%,17%,i,2%,-1.7
O=C(OCc1cc(=O)n2ccsc2n1)c1ccccc1NCCO,-1%,-1%,1%,8%,6.6%,?,i,6%,1.2
COc1cc(-c2cn[nH]c2N)cc(OC)c1OC,-11%,-1%,0%,8%,0.6%,7%,i,-8%,-1.8
O=C(O)CCC(=O)Nc1nnc(C(F)(F)F)s1,0%,-3%,-3%,16%,-0.1%,·,i,9%,0.7
C=CCn1c(SCC(=O)NC2(C#N)CCCCC2)nnc1-c1ccncc1,-3%,0%,-2%,19%,0.0%,-26%,i,-2%,-1.3
CCS(=O)(=O)N1CCc2cc(C(=O)NCCc3ccc(OC)cc3)ccc21,5%,·,·,·,0.4%,14%,·,14%,·
Cc1sc2ncnc(OCC(=O)NCc3cccs3)c2c1C,-2%,1%,2%,12%,-0.7%,?,i,-2%,0.1
N=c1sccn1CC(=O)Nc1ccccc1Oc1ccccc1,6%,4%,1%,-1%,-0.6%,14%,i,-3%,1.2
CC(C)(C)C(=O)NCCn1ccc2ccccc21,-10%,7%,0%,6%,1.4%,0%,i,3%,-0.3
